MITF TRPM1 inh: inhibitors of MITF-dependent TRPM1 promoter reporter, primary screen, cell-based, SK-MEL-5, single point, luciferase; SK-MEL-5 TRPM1 promoter luciferase, 24 h; inhibition, % at 12.5 µM; hit rate 0.83% among 330,000; AID 488899, 2010;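 active = mean inhibition across replicates of 60% or more, whatever share of single replicates reaches that level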; note: values of inactives mirror those of a sister screen read the other way
Shn3 inh set2: reduction of Shn3 3'UTR firefly luciferase signal, primary screen, Schnurri-3 inhibitor project, cell-based, Clone20 osteoblasts, set 2; hit rate 0.52% among 360,000; inhibition, % at 12.5 µM; Clone20 osteoblast Shn3 3'UTR firefly luciferase, 24 h; AID 588674, 2011;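 active = mean inhibition of at least 75% with every replicate also reaching 75%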;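 note: 0% = median of neutral control wells and 100% = pilot-screen positive control compound; some compounds past the cut are filed as inactive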
HIF-2a inh: HIF-2a reporter inhibitors, primary screen, luminescence, 786-0 RCC cells; 786-0 RCC cells HIF-2a reporter, luciferase luminescence, overnight; inhibition, % at 18.8 µM; hit rate 0.72% among 360,000;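 active = inhibition of the luminescence signal of 40% or more relative to plate controls, in a single-dose primary screen at 18.75 µM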
iPSC survival up: enhancers of single-cell hiPSC survival, primary screen, ATPlite luminescence. hit rate 0.044% among 360,000. survival enhancement, % at 20 µM. 100% = ROCK inhibitor wells, 0% = DMSO; in the data active = survival enhancement above about 18%;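 note: cells exposed to compounds for 16 hours before the ATP read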
CF NFkB inh: inhibitors of PAF-induced NF-kB signaling, primary screen, cell-based, GFP fluorescence, uHTS. inhibition, % at 5 µM. hit rate 0.86% among 360,000. KKLEB NF-kB-GFP reporter, GFP fluorescence overnight;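 active = at least 50% inhibition at 5 µM, scaled per plate between neutral and stimulator controls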;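 note: PAF is a Pseudomonas aeruginosa culture filtrate used as stimulus; plate controls were PAF-stimulated DMSO wells for no effect and unstimulated DMSO wells for full effect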
TRAIL sens C8: viability loss with TRAIL in NB7+C8 cells, primary screen, TRAIL sensitizer project, cell-based, ATPlite luminescence | inhibition (viability loss, TRAIL sensitization), % at 10 µM | hit rate 1% among 360,000;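 active = compounds causing at least 50% loss of cell viability in the single-dose screen, relative to plate controls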
NR2E3 ag-1: NR2E3 agonists in two-hybrid cells, primary screen, cell-based, luminescence, CHO-S, Gal4-NCOR/VP16-NR2E3 | hit rate 0.35% among 360,000 | AID 602229, 2012 | inhibition of corepressor binding, % at 3.98 µM | luciferase;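 active = inhibition above the mean of all tested compounds plus 3 SD, cut at about 70% in these data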;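 note: 0% = DMSO with NR2E3 transfected cells and 100% = cells lacking NR2E3 construct; higher means lower luciferase signal from less NR2E3 corepressor binding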
Target sequence (Q9Y5X4 whole entry, looked up, the tested form may be a part): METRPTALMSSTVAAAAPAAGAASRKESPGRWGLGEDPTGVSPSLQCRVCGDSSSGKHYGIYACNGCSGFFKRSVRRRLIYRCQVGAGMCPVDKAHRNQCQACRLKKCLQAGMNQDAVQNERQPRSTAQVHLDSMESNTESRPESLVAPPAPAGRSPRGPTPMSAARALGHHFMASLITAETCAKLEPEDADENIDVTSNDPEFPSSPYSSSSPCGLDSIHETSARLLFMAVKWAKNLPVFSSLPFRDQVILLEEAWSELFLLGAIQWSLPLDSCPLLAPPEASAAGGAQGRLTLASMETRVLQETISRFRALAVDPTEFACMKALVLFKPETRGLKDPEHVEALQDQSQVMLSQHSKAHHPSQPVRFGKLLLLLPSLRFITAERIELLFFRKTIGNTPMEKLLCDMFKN
Peg3 promoter: Peg3 promoter-driven luciferase inhibitors, primary screen, cell-based, HeLa, luciferase luminescence | HeLa PEG-Prom luciferase reporter, overnight | inhibition, % at 20 µM | hit rate 1.7% among 360,000 | AID 588405, 2011;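 active = inhibition of at least 50% at 20 µM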
NR2E3 ag-2: inhibitors of NR2E3-RetCOR corepressor binding, primary screen, NR2E3 agonist project, biochemical, TR-FRET, GST-NR2E3, biotin-RetCOR; 1536-well; AID 2300, 2010; inhibition of corepressor binding, % at 4.78 µM; hit rate 0.12% among 320,000; Photoreceptor-specific nuclear receptor (Homo sapiens), Q9Y5X4;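 active = percent inhibition above the cutoff of mean plus 3 SD of all tested compounds, set per screening campaign, cut at about 20% in these data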;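 note: 0% = DMSO wells and 100% = biotin wells as full block of FRET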
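Test system: GST-NR2E3 and biotin-RetCOR proteins | Quantity: 1.35 nM GST-tagged NR2E3 final | Medium: Tris pH 7.5 | Also added: 7 nM biotin-RetCOR | Dosing: Compound at 4.8 µM, single dose | Timing: 5 h at 4 °C | Detection: Time-resolved FRET | Read-out basis: Percent inhibition | Benchmarks: Biotin wells as high control, 0.6% DMSO wells as low control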
LMP1 NFkB inh: EBV LMP1-driven NF-kappaB luciferase reporter inhibitors, primary screen, cell-based, luminescence, single point; LMP1-induced NF-kappaB luciferase reporter cells; inhibition, % at 12.5 µM; hit rate 0.69% among 350,000; in the data active = inhibition above about 41%;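 note: 0% = neutral control wells and 100% = reference inhibitor control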
KKLEB tox: cytotoxicity in KKLEB CF airway cells, primary screen, cytotoxicity control for CF NF-kB inhibitor project, cell-based, uHTS, fluorescence assay plates. KKLEB CF airway cells viability, ATPlite luminescence, overnight; active compounds read low; cells stimulated with P. aeruginosa culture filtrate. activity change (cytotoxicity), % at 5 µM. hit rate 0.36% among 360,000;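 active = corrected activity change at or below -50% at 5 µM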
Active calls of the source: *; . = not tested or not shown.

Abbreviations: A = MITF TRPM1 inh; B = Shn3 inh set2; C = HIF-2a inh; D = iPSC survival up; E = CF NFkB inh; F = TRAIL sens C8; G = NR2E3 ag-1; H = Peg3 promoter; I = NR2E3 ag-2; J = LMP1 NFkB inh; K = KKLEB tox
Nc1cc(Cl)ccc1C(=O)OCC(=O)NC1CCS(=O)(=O)C1 (stereo not given)
  A: -2	B: 2	C: 15	D: -1.6	E: -6	F: 4	G: -24	H: 1	I: 1	J: -3	K: 4

Cc1ccc(SCc2c(C(=O)N/N=C/c3cccnc3)nnn2-c2nonc2N)cc1
  A: 1	B: -6	C: 6	D: 0.0	E: -19	F: 3	G: 3	H: 22	I: -2	J: -6	K: -1

CCOc1cc(N2CCOCC2)c(OCC)cc1NC(=O)c1ccc(S(=O)(=O)N2CC(C)OC(C)C2)cc1 (stereo not given)
  A: 12	B: -5	C: 11	D: 1.8	E: 15	F: -23	G: -10	H: 6	I: .	J: -7	K: 6

CN(C)c1ccnc(Oc2ccc(C(C)(C)C)cc2)c1C#N
  A: -56	B: -32	C: -242	D: 0.5	E: 0	F: 5	G: -57	H: -154	I: 7	J: -11	K: -8

CCCCCCNC(=O)O[C@H]1C[C@@H]2C(=O)N(c3ccccc3)C(=O)[C@@H]2[C@@H]2CN(S(=O)(=O)c3ccc(C)cc3)C[C@]12O
  A: .	B: -3	C: -2	D: -1.0	E: -2	F: 4	G: -31	H: -16	I: .	J: 4	K: 3

O=C(NCCc1ccc(F)cc1)c1ccc(NS(=O)(=O)c2ccc3[nH]c(=O)[nH]c3c2)cc1
  A: -7	B: -26	C: 3	D: 1.0	E: 20	F: -4	G: -16	H: 0	I: -2	J: -2	K: 14

Cc1ccc(NC(=S)NNC(=O)c2ccc(N3CCOCC3)c([N+](=O)[O-])c2)cc1C
  A: -3	B: -2	C: 18	D: 1.6	E: 1	F: 0	G: -23	H: 1	I: 0	J: 8	K: -6

COC(=O)c1ccc(-c2ccc(/C=N/NC(=O)Cc3nnc(N)s3)o2)cc1
  A: -8	B: -15	C: -88	D: -0.4	E: -25	F: -17	G: -65	H: -145	I: -3	J: -16	K: 6

c1ccc(CNc2ncnc3c2cnn3Cc2ccccc2)cc1
  A: 28	B: -5	C: 9	D: -1.7	E: 11	F: 15	G: -71	H: 28	I: -4	J: -1	K: -15

CC(C)CN(C(=O)COC(=O)/C=C/c1cccs1)c1c(N)n(Cc2ccccc2)c(=O)[nH]c1=O
  A: 10	B: 2	C: 17	D: -0.2	E: 10	F: 6	G: 20	H: 1	I: 3	J: 2	K: -10

CC1=Nc2ccccc2/C1=C\c1nc(-c2ccc(C(F)(F)F)cc2)oc1O
  A: -1	B: -2	C: 0	D: -1.1	E: -18	F: -7	G: -7	H: -3	I: 3	J: -3	K: 0

Fc1ccc(CNc2ncccn2)cc1
  A: 12	B: -11	C: 6	D: 0.3	E: -12	F: -15	G: -11	H: 0	I: -1	J: 0	K: 8

CCOc1ccc(C2c3cc(OC)c(OC)cc3CC(=O)N2c2ccccc2)cc1 (stereo not given)
  A: 16	B: -4	C: -18	D: 0.1	E: -10	F: -9	G: 1	H: 13	I: 3	J: 7	K: -14

Nc1nc2ccc(O)cc2s1
  A: 10	B: -25	C: 15	D: 0.6	E: 3	F: -2	G: 14	H: -7	I: -3	J: -10	K: 2

Cc1cc(C)nc(SCC(=O)c2c(N)n(C)c(=O)n(C)c2=O)n1
  A: -15	B: 16	C: 8	D: -0.5	E: 17	F: -6	G: 7	H: 3	I: 0	J: -2	K: 0

Brought forward from above: 5 entries; new compounds follow.
Abbreviations: A = MITF TRPM1 inh; B = Shn3 inh set2; C = HIF-2a inh; D = iPSC survival up; E = CF NFkB inh; F = TRAIL sens C8; G = NR2E3 ag-1; H = Peg3 promoter; I = NR2E3 ag-2; J = LMP1 NFkB inh; K = KKLEB tox
CC1=Nc2ccccc2/C1=C\c1nc(-c2ccc(C(F)(F)F)cc2)oc1O
  A: -1	B: -2	C: 0	D: -1.1	E: -18	F: -7	G: -7	H: -3	I: 3	J: -3	K: 0

Fc1ccc(CNc2ncccn2)cc1
  A: 12	B: -11	C: 6	D: 0.3	E: -12	F: -15	G: -11	H: 0	I: -1	J: 0	K: 8

CCOc1ccc(C2c3cc(OC)c(OC)cc3CC(=O)N2c2ccccc2)cc1 (stereo not given)
  A: 16	B: -4	C: -18	D: 0.1	E: -10	F: -9	G: 1	H: 13	I: 3	J: 7	K: -14

Nc1nc2ccc(O)cc2s1
  A: 10	B: -25	C: 15	D: 0.6	E: 3	F: -2	G: 14	H: -7	I: -3	J: -10	K: 2

Cc1cc(C)nc(SCC(=O)c2c(N)n(C)c(=O)n(C)c2=O)n1
  A: -15	B: 16	C: 8	D: -0.5	E: 17	F: -6	G: 7	H: 3	I: 0	J: -2	K: 0

COc1ccc(/C(O)=C/C(=O)C(=O)Nc2c(C)n(C)n(-c3ccccc3)c2=O)cc1
  A: -8	B: -14	C: -34	D: 1.9	E: 1	F: -10	G: -12	H: -13	I: 5	J: 3	K: 15

Cc1cccc(N2CCN(S(=O)(=O)c3ccc4c(c3)CC(=O)N4C)CC2)c1C
  A: 8	B: 13	C: 9	D: 0.0	E: -20	F: -3	G: 4	H: 6	I: -3	J: 6	K: 9

COc1cc(OC)cc(-c2c(C#Cc3ccsc3)c3cc(Br)ccc3n2C)c1
  A: 2	B: 1	C: 7	D: -2.0	E: 0	F: -25	G: 4	H: -4	I: 4	J: -10	K: 3

CC12CCC(C(=O)N3CCOCC3)([C@H](Br)C1=O)C2(C)C (stereo not given in full)
  A: .	B: -5	C: 9	D: -0.3	E: -10	F: 5	G: -22	H: 0	I: -4	J: .	K: -7

O=C(c1cc(Br)ccc1Cl)N1CCN(c2ccc(N3CCOCC3)nn2)CC1
  A: 10	B: 38	C: 13	D: 0.3	E: 23	F: 5	G: 19	H: 2	I: -1	J: -15	K: 8

CCCCS(=O)(=O)Nc1ccc2cn[nH]c2c1
  A: 22	B: -6	C: 12	D: 0.8	E: 2	F: 10	G: -10	H: 22	I: -2	J: 2	K: -12

O=C(O)C1C2C=CC(C2)C1C(=O)Nc1cccc(C(=O)N2CCCCC2)c1 (stereo not given)
  A: 5	B: -16	C: 10	D: 1.3	E: -5	F: 4	G: 2	H: -1	I: 3	J: -30	K: 1

COc1ccccc1CNCc1ccc(OC)c(OC)c1OC
  A: -7	B: 6	C: -2	D: -1.0	E: 1	F: 3	G: -15	H: 6	I: 3	J: 1	K: 2

Cc1ccc(C)c2nc3sc(C(=O)O)cc3cc12
  A: -4	B: 3	C: -1	D: 0.3	E: 9	F: 7	G: -26	H: 2	I: 0	J: -12	K: -8

O=CN1CCN(C(=O)c2ccc([N+](=O)[O-])cc2)CC1
  A: 12	B: 63	C: 17	D: 0.9	E: -10	F: -11	G: -6	H: 10	I: -3	J: -5	K: -4

CCOc1cc(S(=O)(=O)NCCCn2ccnc2)ccc1Cl
  A: -5	B: 6	C: 15	D: -0.6	E: 3	F: 2	G: -4	H: 20	I: 2	J: 3	K: -4

O=C(NNC(=O)c1cccs1)c1ccc(Cl)c([N+](=O)[O-])c1
  A: 11	B: -2	C: 1	D: 1.7	E: -7	F: 1	G: -37	H: -5	I: -3	J: -5	K: 10

CCSc1nc2c(c(=O)[nH]1)C(c1ccc(C)cc1)C1=C(CCCC1=O)N2 (stereo not given)
  A: -2	B: -2	C: 15	D: -0.3	E: 9	F: -9	G: -35	H: 23	I: -1	J: 9	K: -8

COc1cccc2cc(C(=O)N3CCCCCCC3)c(=O)oc12
  A: -17	B: -37	C: -15	D: -0.3	E: -3	F: 4	G: 5	H: -7	I: 2	J: -21	K: -2

CN1CCSc2ccc(C(=O)Nc3cc(F)ccc3F)cc21
  A: -96	B: -53	C: -351	D: 0.3	E: -9	F: 9	G: -127	H: -281	I: 0	J: -16	K: 9

Continuation:
Abbreviations: A = MITF TRPM1 inh; B = Shn3 inh set2; C = HIF-2a inh; D = iPSC survival up; E = CF NFkB inh; F = TRAIL sens C8; G = NR2E3 ag-1; H = Peg3 promoter; I = NR2E3 ag-2; J = LMP1 NFkB inh; K = KKLEB tox
Oc1ccc(/C=N/N2CCN(C3c4ccccc4-c4ccccc43)CC2)c(O)c1
  A: 15	B: 13	C: 11	D: 1.4	E: 12	F: 1	G: -6	H: 15	I: 0	J: 35	K: 10

COc1cccc(CNC(=O)CCC2CCCN(C(=O)c3cccc4c(C)c(C)[nH]c34)C2)c1 (stereo not given)
  A: 3	B: 8	C: -12	D: 2.9	E: -5	F: -8	G: 0	H: -5	I: -2	J: 11	K: 1

N#C/C(=C\c1cccnc1)c1ccc([N+](=O)[O-])cc1
  A: -48	B: -11	C: 0	D: 0.1	E: -18	F: -5	G: 9	H: 8	I: 7	J: 10	K: 6

CCCCCCCNC(=O)C1(CC2CC(c3cccc(Br)c3)=NO2)CCN(C(=O)C2CCCC2)CC1 (stereo not given)
  A: -12	B: 31	C: 1	D: -2.5	E: 24	F: 12	G: -20	H: 5	I: -4	J: 4	K: -16

COc1ccc(OCC(=O)N(C)CC2COc3ccccc3O2)cc1 (stereo not given)
  A: .	B: -7	C: -9	D: 0.9	E: -1	F: -7	G: -22	H: 3	I: .	J: -5	K: 6

O=C(CSc1cccc[n+]1[O-])Nc1ccc(C(F)(F)F)cc1[N+](=O)[O-]
  A: 2	B: -15	C: 10	D: 0.8	E: 1	F: -28	G: 0	H: 19	I: -1	J: -13	K: -7

CN(c1ccc(OCCOc2ccccc2Cl)cc1)S(=O)(=O)c1ccccc1
  A: 8	B: 17	C: -8	D: 0.2	E: -8	F: -12	G: -9	H: 13	I: .	J: -2	K: -6

CCc1nc2ccc(C(=O)NCc3cccs3)cn2c1N(CC)CCN(C)C
  A: .	B: -16	C: 10	D: 1.1	E: 20	F: -5	G: 1	H: -8	I: .	J: .	K: -20

O=C(C[C@H]1C/C=C\CC[C@@H](Cc2ccc(F)cc2)C(=O)O[C@@H](c2ccccc2)CNC1=O)N[C@@H](CO)Cc1ccccc1
  A: -5	B: 5	C: -1	D: -0.1	E: -4	F: -9	G: -14	H: 88*	I: .	J: 5	K: -9

COC(=O)c1ccccc1NC(=O)CCNC(=O)Cn1cnc2ccccc2c1=O
  A: 10	B: -4	C: 15	D: -1.2	E: -5	F: 8	G: -22	H: 26	I: -1	J: -12	K: 2

The list is partial; the hit share may differ from the screen's.
